Screening results (PubChem)
GIRK2 activator: activators of NPY4-receptor-primed GIRK2 channels, summary, cell-based, HEK293, thallium flux. G protein-activated inward rectifier potassium channel 2 (Homo sapiens), P48051. HEK293 GIRK2/NPY4 cells, thallium flux fluorescence. activation (% efficacy), % for hits at 37.5 µM. 34,000 tested, under 10 active. AID 1259324, 2017;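 active = primary screen hit, no activity in plain HEK293 cells, and in GIRK2-only cells above 5% efficacy rising with concentration; inactive = the rest, including fluorescent compounds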;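 note: efficacy is normalized control-subtracted fluorescence 15 s after thallium addition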
Target sequence (P48051 whole entry, looked up): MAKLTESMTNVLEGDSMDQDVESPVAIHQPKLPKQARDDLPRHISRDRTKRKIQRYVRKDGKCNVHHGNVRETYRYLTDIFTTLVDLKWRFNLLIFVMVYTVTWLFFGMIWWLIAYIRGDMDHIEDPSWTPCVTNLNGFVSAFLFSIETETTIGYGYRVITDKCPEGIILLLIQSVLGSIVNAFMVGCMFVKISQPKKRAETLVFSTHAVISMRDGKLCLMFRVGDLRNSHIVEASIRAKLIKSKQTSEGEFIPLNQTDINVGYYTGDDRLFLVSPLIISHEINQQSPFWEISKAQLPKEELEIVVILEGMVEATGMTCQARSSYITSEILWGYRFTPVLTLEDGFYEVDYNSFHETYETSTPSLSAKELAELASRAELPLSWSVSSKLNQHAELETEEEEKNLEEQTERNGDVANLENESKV
Calls only; i = inactive. Not all compounds are listed, so the mix of outcomes need not match the whole.

SMILES	GIRK2 activator
COc1ccc(-c2ccc(=O)n(CCCC(=O)N3CCCc4cc(C)ccc43)n2)cc1OC	i
COc1ccc(S(=O)(=O)NCC2CCN(S(=O)(=O)C3CC3)CC2)c(C)c1	i
CN(C)c1oc(-c2ccc(S(=O)(=O)N3CCCCCC3)cc2)nc1C#N	i
NC(=O)c1ccccc1NC(=O)Cc1csc(NC(=O)c2ccc(=O)[nH]c2)n1	i
CCOC(=O)c1oc2ccccc2c1NC(=O)c1cc(C)nn1CC	i
Cc1nnc(C2CCN(C(=O)Cc3ccc(SC(C)C)cc3)CC2)s1	i
Cn1cccc(C(=O)Nc2ccc(CC(=O)NCc3cccs3)cc2)c1=O	i
O=C(Nc1ccc(C(F)(F)F)cc1)N1CCCN(CCn2cccn2)CC1	i
O=c1[nH]nc(SCc2ccccc2Cl)n2nc(-c3cccs3)cc12	i
Cc1cc(C)c(C(=O)NCC2CCN(C(C)C)CC2)c(C)c1	i
Cc1nc(NCc2ccc(F)cc2)nc(N2CCOCC2)c1[N+](=O)[O-]	i
CC(=O)N(C)c1ccc(OCC(O)CN(c2ccc(F)cc2)S(C)(=O)=O)cc1 (configuration not stated)	i
CC1(C)Cc2cccc(OCC(=O)N3CCC(c4nnc(-c5ccco5)s4)CC3)c2O1	i
CS(=O)(=O)NCc1cccc(Oc2ccc(F)cc2)c1	i
O=C(CN1CC(c2nc(-c3cccc(C(F)(F)F)c3)no2)C1)NCC1CCCO1 (configuration not stated)	i
COc1cc(OC)cc(C(=O)N2CCN(c3ccccn3)CC2)c1	i
O=C(NCCN1CCn2cc(OCc3ccccc3)c(=O)cc2C1=O)c1cnccn1	i
CCCOc1ccc(N2CCN(C(=O)c3cc(Cl)ccc3OC)CC2)nn1	i
CCN1CCc2nc(-c3ccccc3)n(CC(=O)Nc3cccc(Cl)c3C)c(=O)c2C1	i
Cc1ccc(Nc2ccc(NC(=O)c3cccs3)cc2)nn1	i
Cc1nn2c(N)c3c(nc2c1-c1ccccc1)CCC3	i
NS(=O)(=O)c1ccc(CNC(=O)Cc2csc(Nc3cccc(Cl)c3)n2)cc1	i
O=C(Nc1ccc2c(c1)N(C(=O)C1CC1)CC2)c1ccc(Cl)c(Cl)c1	i
COCCN(CCOC)c1cc(C)nc(-n2cc([N+](=O)[O-])cn2)n1	i
Cn1cccc1C(CNC(=O)C1CCN(S(C)(=O)=O)CC1)N1CCCC1 (configuration not stated)	i
O=C(NCCC(O)c1cccs1)c1c(F)cccc1F (configuration not stated)	i
CCn1nccc1C(=O)NC1(c2nc(-c3cnccn3)no2)CCCCC1	i
O=C(Nc1ccccc1)N1CCN(Cc2nc(-c3ccccc3)cs2)CC1	i
O=C(Cn1c2c(c(=O)n(C3CCCCC3)c1=O)CCC2)N1CCc2ccccc21	i
CCc1ccccc1NC(=O)N1CCN(c2cc(N3CCOCC3)ncn2)CC1	i
Cc1cc(C)cc(NC(=O)Cn2ccn(Cc3ccc(Cl)cc3)c(=O)c2=O)c1	i
Cc1ccc(S(=O)(=O)N2CC3(COC(C)(C)OC3)C2)cc1	i
COc1ccc(NC(=O)CSC2=NC3(CCCCC3)Nc3ccccc32)cc1	i
CCCOc1cccc(C2C(=C(O)c3ccc(F)cc3)C(=O)C(=O)N2CCCN(C)C)c1 (configuration not stated)	i
CN1CCN(C(=O)CCn2cnc3c(cnn3-c3ccccc3)c2=O)CC1	i
COc1ccc(CCC(=O)NCCCS(=O)(=O)N2CCN(c3ccccc3)CC2)cc1	i
CCNC(=O)c1nsc(C(=O)NCc2ccc3c(c2)OCO3)c1N	i
Cc1ccc(S(=O)(=O)NCCCn2nc(-c3ccccc3)ccc2=O)c(C)c1	i
CCOC(=O)c1ccc(NC(=O)CN2CCC(c3nnc(-c4ccco4)s3)CC2)cc1	i
COc1ccc(CCNC(=O)C(=O)Nc2ccc3c(c2)OCCO3)cc1	i
CNC(=O)CSc1nc(-c2ccccc2)c(NC(=O)c2ccc3c(c2)OCO3)s1	i
COC(=O)c1ccc(-c2csc(NC(=O)c3ccc4nsnc4c3)n2)cc1	i
CCCOC(=O)CC1C(=O)NCCN1C(=S)NC(=O)Cc1ccc(Cl)cc1 (configuration not stated)	i
CCNC(=O)C1CCN(c2cc(SCC(=O)NCc3ccc(C)cc3)ncn2)CC1	i
O=C(NCCCn1nc(-c2ccc(Cl)cc2)ccc1=O)C1CCCC1	i

Random excerpt: 2 compounds from above, in no set order.
SMILES	GIRK2 activator
COc1ccc(CCNC(=O)C(=O)Nc2ccc3c(c2)OCCO3)cc1	i
CCOC(=O)c1ccc(NC(=O)CN2CCC(c3nnc(-c4ccco4)s3)CC2)cc1	i

By substructure, the compounds so far containing an aryl methoxy group
SMILES	GIRK2 activator
COc1ccc(-c2ccc(=O)n(CCCC(=O)N3CCCc4cc(C)ccc43)n2)cc1OC	i
COc1ccc(S(=O)(=O)NCC2CCN(S(=O)(=O)C3CC3)CC2)c(C)c1	i
COc1cc(OC)cc(C(=O)N2CCN(c3ccccn3)CC2)c1	i
CCCOc1ccc(N2CCN(C(=O)c3cc(Cl)ccc3OC)CC2)nn1	i
COc1ccc(NC(=O)CSC2=NC3(CCCCC3)Nc3ccccc32)cc1	i
COc1ccc(CCC(=O)NCCCS(=O)(=O)N2CCN(c3ccccc3)CC2)cc1	i
COc1ccc(CCNC(=O)C(=O)Nc2ccc3c(c2)OCCO3)cc1	i

Additional records
SMILES	GIRK2 activator
O=C1CN(Cc2ccc3c(c2)OCO3)C2CS(=O)(=O)CC2N1c1ccc(Cl)cc1 (configuration not stated)	i
Cc1c(Cl)cccc1NC(=O)CSc1ncc(S(=O)(=O)c2cccs2)c(N)n1	i
COc1cn(CC(=O)Nc2cccc([N+](=O)[O-])c2)c(CSc2nncn2C)cc1=O	i
CSc1cccc(NC(=O)C(=O)NCC2CCN(Cc3cccs3)CC2)c1	i
COc1ccc(OC)c(Nc2nc(CC(=O)NC3CC3)cs2)c1	i
Cc1ccc(C)c(S(=O)(=O)NCCCCN2CCOC(c3ccccc3)C2)c1 (configuration not stated)	i
Cn1c(=O)c(C(=O)NCCc2ccc(S(N)(=O)=O)cc2)cc2cccnc21	i
CSc1ccccc1NC(=O)c1ccn(C)n1	i
Cc1nn(-c2ccccc2)c(NC(=O)c2cccs2)c(-c2ccc(Cl)cc2)c1=O	i
O=C(Nc1nc(CN2CCc3ccccc3C2)cs1)Nc1ccccc1C(F)(F)F	i
COc1ccc(N(CC(O)CNC(C)C(=O)O)S(=O)(=O)c2ccc(Cl)cc2)cc1 (configuration not stated)	i
Cc1ccc(-n2nnc(C(=O)NCCO)c2-c2ccco2)cc1	i
Cc1ccc(S(=O)(=O)NCCOc2ccc3nnc(-c4cccc(F)c4)n3n2)cc1	i
COc1ccc(CCC(=O)Nc2ccc3c(c2)N(C(=O)C2CCCC2)CC3)cc1	i
CCOC(=O)N1CCc2nc(NC(=O)c3ccc(Br)s3)sc2C1	i
COc1ccc(Cl)cc1S(=O)(=O)N1CCN(c2ccc(-c3ccncc3)nn2)CC1	i
CCCNC(=O)Cc1cc(-c2ccc(Cl)cc2)on1	i
O=C(Nc1cccc(N2CCCCC2=O)c1)c1cccc(C(F)(F)F)c1	i
O=C(Nc1ccccc1F)c1ccc(Cl)c(N2C(=O)CCS2(=O)=O)c1	i
CCNc1cc(C)nc(N2CCN(C(=O)COc3ccccc3)CC2)n1	i
COc1ccc(NC(=O)NC2(c3nc(-c4ccsc4)no3)CCCCC2)cc1Cl	i
COc1ccc(-c2c(C)c3ccc4c(c3oc2=O)CN(Cc2ccco2)CO4)cc1OC	i
CCn1nccc1C(=O)Nc1c(C(N)=O)oc2ccccc12	i
O=C(CSc1ncc(-c2cccc(Cl)c2)o1)Nc1ccccc1C(F)(F)F	i
CS(=O)(=O)N1CCC(CNC(=O)c2cc(-c3ccccc3)on2)CC1	i
O=C(Cn1cnc(-c2ccc(Cl)cc2)cc1=O)NCc1cccnc1	i
CC1CS(=O)(=O)N(c2ccc(S(=O)(=O)Nc3ccccc3C(F)(F)F)cc2)C1=O (configuration not stated)	i
Cc1ccnc(Nc2ccc(N3CCN(C(=O)c4ccccc4C(F)(F)F)CC3)nn2)c1	i
O=C(CN1CCN(c2nccn2-c2cccc(Cl)c2)CC1)Nc1ccccc1F	i
Cc1ccccc1-c1ccc(N2CCC(C(=O)NN3CCN(C)CC3)CC2)nn1	i
Cc1cc(NC(=O)c2ccc([N+](=O)[O-])o2)n(-c2nc3c(cnn3-c3ccc(C)c(C)c3)c(=O)[nH]2)n1	i
CC(=O)N1CCN(CC(=O)Nc2ccc(Br)cc2)CC1	i
O=C(NCC1(O)CCCC1)c1cc(Cl)ccc1Cl	i
Cc1cc(-c2nnc(NC(=O)c3ccc(S(=O)(=O)N(C)C)cc3)o2)nn1C	i
CN(C)C(CNC(=O)C1CCCCC1)c1cccs1 (configuration not stated)	i
O=C(CC1CCCC1)OCc1cc(-c2ccc(F)cc2)on1	i
COC(=O)c1ccc(NC(=O)Cn2cnc(-c3ccccc3)cc2=O)cc1	i
COc1ccc(CC(=O)NCC2CCN(C3CCCC3)CC2)cc1	i
O=C(NCCn1ncc2c(N3CCOCC3)ncnc21)c1cccs1	i
O=[N+]([O-])c1ccc(/C=N\O)s1	i
CCCCS(=O)(=O)N1CCC2(CC1)C(=O)N(C)C(=O)N2C	i
NC(=O)Cc1ccc(NC(=O)c2c(F)cccc2F)cc1	i
O=C(NCc1cccs1)C(=O)NCC(O)(c1cccs1)C1CC1 (configuration not stated)	i
COCCCNC(=O)c1c(N)n(CCc2ccccc2F)c2nc3ccccc3nc12	i
O=S(=O)(c1ccc(Cl)cc1)N1CCC(c2nc(-c3ccc(C(F)(F)F)cc3)no2)CC1	i
CN(C)C(CNC(=O)C(=O)Nc1ccc(C(F)(F)F)cc1)c1ccco1 (configuration not stated)	i
CNC(=O)C(=O)NCC(c1cccc2ccccc12)N(C)C (configuration not stated)	i
CC(=O)Nc1ccc(NS(=O)(=O)c2ccc(N3C(=O)C(C)CS3(=O)=O)cc2)cc1 (configuration not stated)	i
COc1ccc(N2CC(C(=O)Nc3cc(C)nn3C3CCS(=O)(=O)C3)CC2=O)cc1 (configuration not stated)	i
Cc1nn(-c2ccccc2)c2ncc(C(=O)Nc3ccc(OC(F)(F)F)cc3)c(Cl)c12	i
O=C(CC1=NS(=O)(=O)c2ccccc2N1)Nc1cccc(Br)c1	i
O=C(CSc1nnc(Cc2ccccc2)o1)NCC1CCCO1 (configuration not stated)	i
Cc1cc(C)n(-c2cc(N3CCCC(C(=O)NCc4ccc5c(c4)OCO5)C3)ncn2)n1 (configuration not stated)	i
Cc1cc(NC(=O)c2ccc(-c3ccccc3)cc2)n(C)n1	i
COc1cccc(NC(=O)Nc2ccc3c(c2)N(C(=O)c2ccccc2)CCC3)c1OC	i
O=C(NCCc1ccc(F)cc1)c1nnn(-c2ccccc2)c1CSc1ncccn1	i
CCc1nnc(-c2ccc(NC(=O)COc3ccccc3F)cc2)o1	i
COc1cn(CC(=O)N2CCc3ccccc32)c(CSc2ccc(Cl)cc2)cc1=O	i
O=c1nc(SCc2ccc([N+](=O)[O-])cc2)c2c(n1CC1CCCO1)CCC2 (configuration not stated)	i
CC(C)(C)c1ccc(OCC(=O)Nc2ccc3c(c2)N(C(=O)C2CCCO2)CC3)cc1 (configuration not stated)	i
More results
SMILES	GIRK2 activator
CNC(=O)Cc1csc(NC(=O)Cn2c(-c3cnccn3)nc3ccccc32)n1	i
CSc1ccc(-c2noc(CSc3nc4ccccc4c(=O)n3C)n2)cc1	i
CCNc1cc(NCCNC(=O)c2ncccn2)nc(C)n1	i
COc1ccccc1NC(=O)N1CCC(CNS(=O)(=O)c2ccc(C(C)=O)cc2)CC1	i
CCc1ccc2nc(N(CCN3CCOCC3)C(=O)CCOc3ccccc3)sc2c1	i
COc1ccc(C)c2sc(NC(=O)C3CCCN(S(C)(=O)=O)C3)nc12 (configuration not stated)	i
Cc1ccc(S(=O)(=O)N2CCC(c3nnc(C4CC4)o3)CC2)s1	i
CC1(C)CC(=O)c2sc(NC(=O)CCCS(=O)(=O)c3ccccc3)nc2C1	i
CCOC(=O)c1ccccc1NC(=O)Cn1cc(OC)c(=O)cc1CSc1ccc(F)cc1	i
Cc1noc(C)c1CCC(=O)N1CCN(c2ccc(-c3ccc4c(c3)OCO4)nn2)CC1	i
COC(=O)Cc1c(C)nc2c(-c3ccccc3)c(C)[nH]n2c1=O	i
CCc1ccc(-c2ccc(=O)n(CC(=O)N3CCCCC3)n2)cc1	i
COc1ccc(-c2nnc3ccc(OCCNC(=O)Nc4cccs4)nn23)cc1OC	i
Cc1cc(C)c(S(=O)(=O)N2CCN(S(=O)(=O)N3CCCC3)CC2)c(C)c1	i
COc1cc(NC(=O)CSc2ncnc3c2[nH]c2ccccc23)cc(OC)c1	i

4 entries from above, bar-delimited.
Structure | GIRK2 activator
CCc1ccc2nc(N(CCN3CCOCC3)C(=O)CCOc3ccccc3)sc2c1 | i
COC(=O)Cc1c(C)nc2c(-c3ccccc3)c(C)[nH]n2c1=O | i
CSc1ccc(-c2noc(CSc3nc4ccccc4c(=O)n3C)n2)cc1 | i
Cc1ccc(S(=O)(=O)N2CCC(c3nnc(C4CC4)o3)CC2)s1 | i

(further entries)
SMILES	GIRK2 activator
Cc1ccc(S(=O)(=O)c2nc(-c3ccco3)oc2NCCN2CCOCC2)cc1	i
CC(C)c1nnc(C2CCN(S(=O)(=O)N(C)C)CC2)o1	i
COc1cccc(C(=O)Nc2nc3ncccc3cc2-c2ccccc2)c1	i
O=C(CSc1nnc(-c2cccnc2)n1-c1ccccc1)N1CCN(c2ccccn2)CC1	i
N#Cc1ccc(C(=O)NCC2(c3cccs3)CCCC2)cc1	i
Cc1c(S(=O)(=O)CCNC(=O)NC(C)(C)C)c2ccccc2n1C	i
c1cncc(C2Oc3ccccc3C3CC(c4ccc5c(c4)OCO5)=NN32)c1 (configuration not stated)	i
O=C(NCCC(O)C1CC1)c1cc(Br)ccc1Cl (configuration not stated)	i
CCOc1cccc2cc(-c3csc(NC(=O)c4ccnn4C)n3)oc12	i
Cc1onc(-c2ccccc2Cl)c1C(=O)N1CCCSCC1CN1CCOCC1 (configuration not stated)	i
